Screening data deposited in PubChem BioAssay by several laboratories.
FXIa inh 1536 = human FXIa protease inhibitors, primary screen, biochemical, 1536-well | Coagulation factor XI (Homo sapiens), P03951 | purified FXIa, Boc-Glu-Ala-Arg-AMC fluorogenic substrate | inhibition, % at 5 µM | 220,000 compounds, 0.14% hits;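 active = inhibition of at least 40%; inactive = inhibition below 40%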;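 also: fluorescence of freed AMC excited at 355 nm; 0% = enzyme without compound and 100% = no enzyme blank; many of its hits are not listed in these tables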
Furin inhibitor = human furin inhibitors, primary screen, biochemical, fluorescence intensity; P09958; purified furin, fluorogenic substrate cleavage; inhibition, % at 30 µM; 220,000 compounds, 0.061% hits; AID 463115, 2010; in the data active = inhibition above about 25%; also: inactives centre near -15
thrombin 1536 = human alpha-thrombin inhibitors, primary screen, counter-screen for coagulation protease inhibitor project, biochemical, 1536-well, fluorogenic AMC substrate; Prothrombin (Homo sapiens), P00734; Boc-VPR-AMC fluorogenic substrate cleavage; inhibition, % at 5 µM; 220,000 compounds, 0.26% hits; AID 1046, 2008;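 active = inhibition at or above 40%; inactive = inhibition below 40%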;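 also: 0% = enzyme with no compound and 100% = wells without enzyme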
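Material: human alpha-thrombin protein; Also added: Boc-VPR-AMC substrate, 15 µM final; Timing: enzyme reaction carried out at room temperature; Signal: fluorescence, ex 355 nm, em 460 nm; Measure: % inhibition of thrombin; Controls: enzyme without compound as high, wells lacking enzyme as low.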
p97 ATPase inh = inhibitors of human p97 ATPase, primary screen, biochemical. Transitional endoplasmic reticulum ATPase (Homo sapiens), P55072. recombinant p97 ATPase, Kinase-Glo ATP luminescence, 3 h. inhibition, % at 8 µM. 220,000 compounds, 0.42% hits; in the data active = inhibition above about 15%;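 also: 0% = DMSO vehicle and 100% = wells lacking enzyme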
Target sequence (P55072 whole entry, looked up): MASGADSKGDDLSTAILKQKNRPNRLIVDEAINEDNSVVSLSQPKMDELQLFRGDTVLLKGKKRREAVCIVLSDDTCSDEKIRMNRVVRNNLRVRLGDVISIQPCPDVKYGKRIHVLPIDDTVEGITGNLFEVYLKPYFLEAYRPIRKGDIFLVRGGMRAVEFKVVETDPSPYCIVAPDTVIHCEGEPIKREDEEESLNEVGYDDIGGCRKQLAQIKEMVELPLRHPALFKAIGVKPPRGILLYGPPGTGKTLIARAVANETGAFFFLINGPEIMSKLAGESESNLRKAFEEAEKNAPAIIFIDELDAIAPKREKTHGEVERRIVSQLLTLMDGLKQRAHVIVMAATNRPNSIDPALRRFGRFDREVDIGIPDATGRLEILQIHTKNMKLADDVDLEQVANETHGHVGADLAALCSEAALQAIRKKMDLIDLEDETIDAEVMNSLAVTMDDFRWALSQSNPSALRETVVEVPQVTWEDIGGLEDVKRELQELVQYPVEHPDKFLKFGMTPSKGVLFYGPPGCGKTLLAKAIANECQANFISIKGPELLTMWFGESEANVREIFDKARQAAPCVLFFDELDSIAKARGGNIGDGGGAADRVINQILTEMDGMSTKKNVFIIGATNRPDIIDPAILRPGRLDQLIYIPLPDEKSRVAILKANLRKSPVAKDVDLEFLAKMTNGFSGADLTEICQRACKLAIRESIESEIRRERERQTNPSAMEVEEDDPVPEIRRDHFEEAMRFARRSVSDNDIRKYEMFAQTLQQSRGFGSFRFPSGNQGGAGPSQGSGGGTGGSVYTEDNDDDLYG
FXIIa inh 1536 = human FXIIa protease inhibitors, primary screen, biochemical, 1536-well; inhibition, % at 5 µM; purified FXIIa, Boc-QGR-AMC fluorogenic substrate, 2 h; 220,000 compounds, 0.3% hits; Coagulation factor XII (Homo sapiens), P00748; in the data active = inhibition above about 40%;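 also: 0% = enzyme with no compound and 100% = blank without enzyme; many of its hits are not listed in these tables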
PERK inhibitor = block of dimerizer-induced PERK translation repression, primary screen, PERK inhibitor project, CHO PERK-DD cells, SEAP luminescence, HTS. CHO PERK-DD fusion, SEAP luminescence translation reporter. inhibition, % at 5.6 µM. 220,000 compounds, 0.17% hits. AID 1416, 2008;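 active = inhibition above the mean inhibition of all tested compounds plus 3 SD, set separately per screening campaign, cut at about 2.9% in these data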;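 also: PERK kinase domain activated by AP20187 dimerizer at 100 nM; 0% = DMSO with dimerizer and 100% = rapamycin at 8.4 µM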
Wee1 degr inh = Wee1 degradation inhibitors, primary screen, cell-based, HeLa, Wee1K328M-luciferase, luminescence; HeLa Luc-Wee1K328M stability; 100% = proteasome inhibitor MG132 effect; 220,000 compounds, 1.2% hits; reporter increase, % at 5 µM; AID 1321, 2008; Wee1-like protein kinase (Homo sapiens), P30291;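 active = activation above the mean of all tested compounds plus 3 SD, set per screening run, cut at about 8.8% in these data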;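 also: cells exposed to compound for 20 h before luminescence read; 0% = DMSO alone and 100% = MG132 at 30 µM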
KLK5 inh = human KLK5 protease inhibitors, primary screen, biochemical, 1536-well; recombinant hK5, fluorogenic AMC substrate cleavage; inhibition, % at 5 µM; 210,000 compounds, 0.59% hits;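 active = inhibition of 40% or more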;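 also: 0% = enzyme controls without compound and 100% = no-enzyme blanks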
Target sequence (Q9Y337 67-293 limits assumed): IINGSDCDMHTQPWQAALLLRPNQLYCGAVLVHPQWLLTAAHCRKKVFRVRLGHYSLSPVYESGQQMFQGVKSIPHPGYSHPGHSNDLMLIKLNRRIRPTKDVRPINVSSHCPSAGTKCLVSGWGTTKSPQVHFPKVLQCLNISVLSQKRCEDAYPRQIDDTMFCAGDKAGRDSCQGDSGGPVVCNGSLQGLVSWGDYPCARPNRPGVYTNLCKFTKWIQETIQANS
KCC2 mod = KCC2 cotransporter modulators, thallium flux, primary screen, cell-based, HEK293 KCC2, FluoZin-2 fluorescence, MLSMR. KCC2 cells, thallium flux FluoZin-2 fluorescence. B-score of Tl+ flux slope (higher = more flux/activation; lower = inhibition) at 10 µM. 190,000 compounds, 2.2% hits. AID 1456, 2008;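 active = thallium flux slope and its plate-corrected score both differing from the plate sample mean at a set confidence after two filtering rounds, in either direction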;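 also: slope of fluorescence scaled to starting intensity during 10 to 20 s after thallium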
Active calls of the source: *; i = inactive; x = not tested or not shown; [ ] = remark or other dose.

SMILES	FXIa inh 1536	Furin inhibitor	thrombin 1536	p97 ATPase inh	FXIIa inh 1536	PERK inhibitor	Wee1 degr inh	KLK5 inh	KCC2 mod
CCCC(=O)Nc1ccc(C#Cc2ccccc2)cc1	-2.8	-17.9[20 µM]	-3.1	0.2	-6.0	0.1	7.2	-0.7	-0.208
Cn1cnnc1SC1c2cccc3cccc(c23)C1NS(=O)(=O)c1ccc(Cl)cc1 (stereo unspecified)	7.6	-16.0	-0.5	5.5	11.9	-0.2	1.0	-18.5	0.126
Cc1cc(C)nc(Nc2nc3ccccc3o2)n1	0.1	-20.9	-7.6	8.7	4.1	0.9	0.2	1.9	0.19
CCOc1ccc(S(=O)(=O)N(C)c2ccc(OCC(=O)Nc3ccc4[nH]c(=O)[nH]c4c3)cc2)cc1	-0.3	-10.8	1.1	3.5	-12.4	1.0	1.8	16.6	1.53
O=C(CS(=O)(=O)Cc1ccccc1)N1CCN(Cc2ccc3c(c2)OCO3)CC1	8.1	-15.1[20 µM]	2.8	-5.4	12.3	-0.5	5.2	-1.1	x
Cc1cc(C)c(N=Cc2c(O)n(-c3nccs3)c(=O)c3ccccc23)c(C)c1	-1.2	-7.6	-7.6	-0.7	3.8	0.0	3.9	-0.9	-0.0102
O=C(Nc1ccc(S(=O)(=O)NC2CCCCC2)cc1)c1ccc(Br)o1	-3.5	-2.3[20 µM]	1.5	2.3	10.1	-1.2	-1.2	-9.7	-1.38
CCOc1ccc2nc(COC(=O)c3cccc([N+](=O)[O-])c3)c(C(C)=O)[n+]([O-])c2c1	3.8	-18.7	5.6	2.8	16.8	0.5	-1.8	1.1	-1.16
CCNC(=O)C1CC(=O)OC12CCCCC2 (stereo unspecified)	-3.2	-12.3[20 µM]	-1.9	-0.6	9.4	0.6	1.4	-29.0	0.389
Cc1ccc(SC[C@H](Cc2ccccc2)N2CCN(CC(C)C)CCC2=O)cc1	-4.9	-27.4	-7.9	x	2.5	x	x	-4.4	-1.74
Cn1c(/C=C/N(Cc2ccccc2)c2ccccc2)c([N+](=O)[O-])c(=O)n(C)c1=O	1.7	-29.2	-2.6	2.6	10.8	1.4	3.3	3.9	-0.577
O=C(CSc1nnc(CNc2ccc(F)cc2)n1Cc1ccco1)N1CCOCC1	4.4	-19.7[20 µM]	2.1	-1.5	14.6	0.4	-2.5	-1.1	-0.37
O=C(CSCc1ccc(F)cc1)N1CCOCC1	0.6	-13.9[20 µM]	4.4	-1.0	15.7	0.8	3.9	5.0	0.0943
O=C(CN1CCCC1)OCCCC1CCCCC1	-5.3	-22.0	-9.1	-5.0	6.2	0.1	1.5	-2.7	0.0538
CC(OC(=O)C1CC1)C(=O)Nc1cc(C(F)(F)F)ccc1Cl (stereo unspecified)	-2.7	-14.3	0.1	0.0	0.0	0.8	-2.1	-14.3	0.125
CCCn1c(SCCN2C(=O)c3ccccc3C2=O)n[nH]c1=O	7.0	-18.9	1.5	-1.3	16.4	0.5	1.1	-12.1	0.00086
COc1ccc(C(CNc2ccc(S(=O)(=O)N3CCCC3)cc2[N+](=O)[O-])N2CCCC2)cc1 (stereo unspecified)	4.0	-17.3	-4.7	8.4	9.4	-1.2	-1.2	-9.3	-0.697
O=C(NN1C(=O)c2ccccc2NC1c1ccco1)c1ccc(Br)cc1 (stereo unspecified)	-3.0	-26.5	4.0	3.4	6.9	0.6	-2.2	-22.8	-1.21
Fc1cc(F)cc(NC(=S)NN2CCOCC2)c1	-6.6	-9.6	3.0	2.7	-1.0	1.6	1.3	-18.9	0.265
CCc1noc(C)c1C(=O)N1CCCC(CCC(=O)NCc2ccc(F)c(F)c2)C1 (stereo unspecified)	0.3	-18.8	-2.5	2.8	4.8	1.4	-1.2	x	0.0154
Cc1cccc(OCC(=O)Nc2cccc(C(=O)Nc3ccccc3C(=O)O)c2)c1	-0.6	-11.8	-0.1	8.4	3.6	1.0	-1.0	-8.0	-4.82
COc1cc(CNCc2ccccc2C(F)(F)F)cc(OC)c1	5.2	-3.2	-1.8	-3.0	8.3	0.5	-0.5	3.0	-0.492
Cc1cccn2c(CNCC(C)Oc3cccnc3)c(C(=O)N3CCOCC3)nc12 (stereo unspecified)	-0.1	-17.5	1.3	-3.1	7.0	-1.2	7.3	-2.0	0.757
Cc1ccc(-c2cn3nc(-c4ccccc4)c(-c4ccccc4)nc3n2)cc1	3.4	-12.9	-4.4	5.2	3.9	0.1	1.0	0.8	i
COc1ccccc1C(=O)NCC(=O)N/N=C/c1ccc([N+](=O)[O-])cc1	-3.3	-3.9	-2.3	2.0	0.8	1.3	6.0	-4.5	-0.678
COc1ccc(NC(=O)c2csc3c2CCCC3)cc1	-4.5	-21.9[20 µM]	-7.0	-5.2	-0.5	-0.6	3.9	-24.0	x
CC(C)C(NC(=O)C1CCCCC1)C(=O)N1CCN(c2ccc(F)cc2)CC1 (stereo unspecified)	17.1	-13.1	-3.1	-3.3	20.6	-0.8	0.8	-1.7	x
CN(C)C(=S)Nc1ccc(Br)cc1Cl	1.7	3.6	-0.9	3.1	9.1	-0.7	-1.5	-0.7	0.9
C/C(=N\OC(=O)NC(C)C)c1sc(-c2ccccc2)nc1C	8.2	-7.4	1.8	-2.5	9.8	-0.1	-0.9	25.5	-1.58
Cc1cccc(C(=O)O/N=C2\CCSc3ccc(C)cc32)c1	-0.7	-17.2[20 µM]	-13.0	0.7	3.8	1.1	0.0	-6.5	x
COc1ccc(CN2CCn3ncc(C(=O)Nc4ccccc4)c3C2=O)cc1	-3.9	-10.9[20 µM]	-1.4	-3.0	1.2	-0.8	-0.3	-1.3	0.547
COc1ccc(-c2csc(N(CCCN(C)C)C(=O)c3cccs3)n2)cc1	16.2	-27.8	1.3	1.4	31.1	-0.6	1.6	-30.3	-1.17
CCCC(=O)Nc1ccc(C(=O)NNC(=O)c2ccccc2Br)cc1	-2.7	-12.1[20 µM]	-3.9	2.4	8.5	-0.2	-1.7	-20.0	0.159
O=C1C2C3C=CC([C@@H]2C(=O)N1Cc1cccnc1)C31CC1 (stereo partly specified)	-5.2	-8.6[20 µM]	3.4	2.3	-1.5	0.8	0.3	-12.3	0.208
CC(Sc1nc2ccccc2o1)C(=O)O (stereo unspecified)	9.7	-15.3	0.6	4.2	24.8	0.7	-0.9	-17.5	0.748
CCc1cc(C(=O)N2CCCC(C(=O)c3cccc4ccccc34)C2)n(C)n1 (stereo unspecified)	-0.9	-14.6	-1.0	-2.9	4.2	0.9	-0.7	15.5	x
Cc1[nH]c(=O)nc2c1CCC2	27.6	-13.4	34.9	-4.6	28.2	0.1	2.1	17.4	0.419
COc1ccc(C2c3c(-c4ccccc4)n[nH]c3C(=O)N2c2ccc(C(=O)O)cc2)cc1 (stereo unspecified)	-1.6	-5.5	-4.0	-5.8	4.6	0.8	-1.4	-2.7	2.2
COCCN(C(=S)Nc1c(C)cccc1C)C(C)c1cccnc1 (stereo unspecified)	6.5	-15.6	0.7	1.9	13.5	1.0	-1.7	-10.8	1.13
COC(=O)c1ccc(C23CC4(C2)[C@H](CN(Cc2ccc(-c5ccccc5)cc2)[C@@H]4c2ccccc2)C3c2ccccc2)cc1 (stereo partly specified)	-2.2	-31.4	-3.0	x	5.2	x	x	-1.4	0.035

One compound at a time, as listed above. Order of values: FXIa inh 1536, Furin inhibitor, thrombin 1536, p97 ATPase inh, FXIIa inh 1536, PERK inhibitor, Wee1 degr inh, KLK5 inh, KCC2 mod
`Cc1cccn2c(CNCC(C)Oc3cccnc3)c(C(=O)N3CCOCC3)nc12` (stereo unspecified) reads -0.1, -17.5, 1.3, -3.1, 7.0, -1.2, 7.3, -2.0, 0.757
`C/C(=N\OC(=O)NC(C)C)c1sc(-c2ccccc2)nc1C` reads 8.2, -7.4, 1.8, -2.5, 9.8, -0.1, -0.9, 25.5, -1.58
`COc1ccc(CN2CCn3ncc(C(=O)Nc4ccccc4)c3C2=O)cc1` reads -3.9, -10.9[20 µM], -1.4, -3.0, 1.2, -0.8, -0.3, -1.3, 0.547
`CN(C)C(=S)Nc1ccc(Br)cc1Cl` reads 1.7, 3.6, -0.9, 3.1, 9.1, -0.7, -1.5, -0.7, 0.9

Going on with the list.
SMILES	FXIa inh 1536	Furin inhibitor	thrombin 1536	p97 ATPase inh	FXIIa inh 1536	PERK inhibitor	Wee1 degr inh	KLK5 inh	KCC2 mod
Cc1ccc2nc(-c3sc4nc(C)cc(C)c4c3N)[nH]c2c1	-5.6	-11.0[20 µM]	-10.2	3.3	-21.2	-0.5	1.7	-29.4	-0.0283
CS(=O)(=O)N1CCC(C(=O)Nc2ccccc2Sc2ccccc2)CC1	0.9	-6.0[20 µM]	-3.3	3.3	11.5	-0.1	0.5	-3.1	0.144
O=C(NCc1cccs1)c1ccc(Cl)s1	-0.8	-2.7[20 µM]	4.5	-4.3	9.4	0.4	-0.3	-9.9	0.281
CC1CCCCN1C(=O)COc1ccc2ccc(=O)oc2c1 (stereo unspecified)	33.6	-7.0	8.9	-2.1	x	0.7	-0.2	17.4	-2.14
O=S1(=O)CCC(N2CCOCC2)C1 (stereo unspecified)	-1.8	-15.1[20 µM]	-7.9	2.6	6.0	-0.2	3.5	-2.9	-0.564
COc1ccc(CN(Cc2cc3cc(C)ccc3[nH]c2=O)C(=O)N(C)C)cc1	-4.9	-9.3	-3.6	1.1	4.0	0.0	-1.5	19.8	-0.11
O=S(=O)(c1ccc(Cl)c(NC(=S)N/N=C/c2c(F)cccc2F)c1)N1CCOCC1	5.3	-12.9	-6.2	4.7	9.3	0.4	-1.7	-1.8	0.0712
CCC(=O)NCCc1nc2cc(NC(=O)c3ccccc3OC)ccc2n1C	-4.9	-14.1[20 µM]	-1.4	3.4	11.0	-0.2	3.2	4.2	x
Cc1c(C(=O)Nc2nnc(C(F)(F)F)s2)oc2ccccc12	7.4	x	4.6	x	12.1	x	x	9.4	x
Cc1ccc(O)c(C2=NOC(O)(C(F)(F)C(F)F)C2)c1 (stereo unspecified)	-4.2	-18.6	-4.1	-1.2	-13.0	0.6	0.1	-0.5	x
C/C(=N/Nc1ccc(C)cc1)C1(C)N(O)C(C)(C)C(c2ccco2)=[N+]1[O-] (stereo unspecified)	-6.0	-19.9	-1.0	3.6	-0.5	1.1	-1.3	-8.6	0.0623
CC(C)(CO)Nc1nc(Nc2ccccc2)nc(Nc2ccccc2)n1	-2.0	-5.0[20 µM]	-3.2	-9.0	2.1	-1.4	0.1	-16.1	-0.109
CC(C)CCNC(=O)C(=O)NC1CCCC1	10.2	-26.3	3.0	7.2	15.3	0.0	-3.3	-9.1	0.0187
COC(=O)Cc1ccc(NC(=S)NCc2ccc(Cl)cc2)cc1	-2.3	-18.2	-0.3	-1.2	5.7	0.1	-2.1	-7.1	0.0157
Cc1ccn2c(NC(=O)c3ccccc3)c(-c3cccs3)nc2c1	-0.2	-3.5[20 µM]	-8.9	3.4	9.7	-0.1	-1.4	19.0	-0.923
CCCCc1nnc(NC(=O)CSc2nc(O)c(Cc3ccccc3)c(=O)[nH]2)s1	-3.1	-22.2	-8.5	1.0	9.1	1.1	-3.5	-2.0	-0.0848
